Furin inhibitor: inhibitors of human furin; purified furin, fluorogenic substrate cleavage; inhibition, % at 30 µM; 0.061% of 220,000 active; in the data active = inhibition above about 25%; note: inactives centre near -15
Target sequence (P09958 108-714 limits assumed): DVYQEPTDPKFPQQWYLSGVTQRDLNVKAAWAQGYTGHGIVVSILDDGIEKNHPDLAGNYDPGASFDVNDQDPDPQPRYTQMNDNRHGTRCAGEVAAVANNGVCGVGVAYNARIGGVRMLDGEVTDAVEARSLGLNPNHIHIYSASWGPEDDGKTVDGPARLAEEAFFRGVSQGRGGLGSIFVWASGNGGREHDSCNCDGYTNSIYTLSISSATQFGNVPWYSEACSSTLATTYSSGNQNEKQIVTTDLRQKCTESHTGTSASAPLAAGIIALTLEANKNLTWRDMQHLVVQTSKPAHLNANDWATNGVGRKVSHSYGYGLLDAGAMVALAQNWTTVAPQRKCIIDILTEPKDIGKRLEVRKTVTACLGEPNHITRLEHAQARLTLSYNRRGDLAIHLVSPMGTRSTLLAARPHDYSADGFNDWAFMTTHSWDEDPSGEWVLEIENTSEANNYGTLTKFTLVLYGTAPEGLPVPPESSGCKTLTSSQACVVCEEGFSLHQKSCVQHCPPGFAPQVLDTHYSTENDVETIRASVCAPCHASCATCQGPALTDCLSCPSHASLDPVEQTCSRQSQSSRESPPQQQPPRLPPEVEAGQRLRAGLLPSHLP
Thrombin inh: inhibitors of human thrombin; alpha-thrombin, Boc-VPR-AMC fluorogenic substrate cleavage; P00734; AID 1046; inhibition, % at 5 µM; 0.26% of 220,000 active;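 active = inhibition at or above 40%; inactive = inhibition below 40%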;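 note: 0% = enzyme with no compound and 100% = wells without enzyme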
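Material: human alpha-thrombin protein. Incubation: reaction at ambient temperature. Technique: fluorescence of released AMC, ex 355 nm, em 460 nm. Control set: no-compound enzyme wells and no-enzyme blanks. Also added: Boc-VPR-AMC substrate, 15 µM final. Buffer or medium: pH 7.5 Tris (50 mM) with NaCl 150 mM, Tween 20 0.05%.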
zfTRPN1 agonist: agonists of zebrafish TRPN1 channel | activation, % at 3 µM | 0.18% of 220,000 active | HEK293 zebrafish TRPN1-YFP, Fluo-8 calcium fluorescence; 100% = response to 87 µM carbachol | AID 1424;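 active = activation above its plate's cutoff, the mean activation of test wells on that plate plus 3 SD, cut at about 19% in these data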;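 note: 0% = DMSO alone and 100% = 87 µM carbachol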
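Control set: carbachol 87 µM as high control, DMSO as low control; system: HEK293 stable line with zebrafish TRPN1-YFP; read-out: % activation versus carbachol response; detection: intracellular calcium fluorescence with Fluo-8; doses: single test compound dose, 3 µM nominal, 0.3% DMSO; schedule: dye 1 h 37 °C plus 30 min RT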
TRPML3 agonist: human mucolipin-3 channel agonism | activation, % at 3 µM | Q8TDD5 | AID 1448 | 0.29% of 220,000 active | HEK293 TRPML3-YFP, Fluo-8 calcium fluorescence; 100% = the carbachol control signal;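 active = activation above its plate's cutoff, the mean activation of the plate's test wells plus 3 SD, cut at about 12% in these data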;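 note: 0% = DMSO only wells and 100% = carbachol wells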
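Test system: HEK293 cells stably carrying human TRPML3-YFP; Doses: single dose, 3 µM final nominal compound, 0.3% DMSO final; Schedule: dye loading 1 h 37 °C then 30 min ambient, 125 s read; Technique: Fluo-8 calcium fluorescence; Benchmarks: high control carbachol 87 µM, low control DMSO.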
KCC2 mod: KCC2 (human) Cl- transport modulation; Q9H2X9; 2.2% of 190,000 active; KCC2 cells, thallium flux FluoZin-2 fluorescence; B-score of Tl+ flux slope (higher = more flux/activation; lower = inhibition) at 10 µM;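 active = thallium flux slope and its plate-corrected score both differing from the plate sample mean at a set confidence after two filtering rounds, in either direction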;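 note: slope of fluorescence scaled to starting intensity during 10 to 20 s after thallium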
EBV gp42 inh: inhibitors of Epstein-Barr virus glycoprotein 42 | Q1HVG2 | Fluorescence polarization binding assay, mP read-out | inhibition, % (tested at 21.74 µM) | 0.42% of 220,000 active | AID 1085; in the data active = inhibition above about 50%
Target sequence (Q1HVG2 whole entry, looked up): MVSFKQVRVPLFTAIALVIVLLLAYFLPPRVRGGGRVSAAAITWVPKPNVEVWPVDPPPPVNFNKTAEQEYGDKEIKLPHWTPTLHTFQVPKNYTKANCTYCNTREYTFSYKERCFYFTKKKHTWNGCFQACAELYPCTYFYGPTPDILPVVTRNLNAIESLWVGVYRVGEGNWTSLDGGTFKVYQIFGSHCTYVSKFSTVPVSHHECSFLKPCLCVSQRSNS
m-calpain inh: calpain II (pig) inhibition | purified calpain II, fluorogenic peptide substrate, 30 min | 0.37% of 220,000 active | inhibition, % at 16 µM | AID 1236;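 active = inhibition above about 50%, limit read from the data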
PPC-1+TRAIL kill: kills PPC-1 cancer cells in the presence of TRAIL. PPC-1 cells + TRAIL, ATPLite viability luminescence. cell killing (% activity), % at 4 µM. 0.41% of 220,000 active. AID 1443;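 active = cell killing above 50% in the first pass at 4 µM, then a duplicate retest at 5 µM averaging 50% or more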;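 note: plate controls were cells with TRAIL plus DMSO for no effect and medium-only wells lacking cells for full effect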
Tb hexokinase: T. brucei hexokinase 1 inhibition; recombinant TbHK1, G6PDH-coupled NADH A340; inhibition, % at 10 µM; 0.11% of 220,000 active; AID 1430;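 active = inhibition of 50% or more in the single-dose primary screen; inactive = inhibition below 50%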
Starred values were filed as active, the others as inactive; i = inactive; x = not tested or not shown; [ ] = another dose, or the depositor's remark.

1) Cc1ccc(C)c(NC(=O)CSc2nnc([C@@H]3CCCN3C(=O)OC(C)(C)C)o2)c1
2) Cc1ccc(C)c(OCC(=O)Nc2cccc(C(=O)O)c2)c1C
3) CN(C)/C=N/c1ncc(C(=O)c2ccc3ccccc3c2)s1
4) COc1ccc(N2CCN(Cc3nc(-c4ccccc4)no3)CC2)cc1
5) Cc1cc(OCC(=O)Nc2ccc3c(c2)OCCO3)cc(C)c1Cl
6) Cc1ccc(S(=O)(=O)NC(CC(C)C)C(=O)N2CCC(C)CC2)cc1 (stereo not drawn)

Assay by compound,1,2,3,4,5,6
Furin inhibitor,-0.5,-7.0[20 µM],-13.9[20 µM],-27.3,-2.5[20 µM],-16.9
Thrombin inh,5.4,-2.3,-2.2,9.5,-7.7,-3.5
zfTRPN1 agonist,-0.2,1.2,3.5,-1.3,-0.8,-2.3
TRPML3 agonist,0.4,-0.3,1.0,0.3,-0.5,1.2
KCC2 mod,1.31,x,x,0.0557,1.54,-0.306
EBV gp42 inh,-4.9,-17.0,5.7,-2.4,-8.1,-3.0
m-calpain inh,-24.6,-14.1,5.4,-16.3,31.8,-10.2
PPC-1+TRAIL kill,6.3,4.2,4.0,x,-9.6,7.4
Tb hexokinase,2.5,5.0,-32.1,-7.1,1.0,-4.2

7) Cc1cc(S(=O)(=O)N2CCN=C2c2ccccc2)c(Cl)cc1Cl
8) COc1ccc(C2=CSC3=C(C(=O)c4cccc(S(=O)(=O)N(C)C)c4)CCN23)cc1
9) CC(=O)c1cccc(NC(=O)c2nccnc2C(=O)O)c1
10) C=CCOc1ccccc1CNc1ccc2c(c1)OCCO2
11) COC(=O)c1cc(-c2ccc(S(=O)(=O)N3CCCC3)cc2)c(C(F)(F)F)s1
12) CC(C)(C)NC(=O)C(=O)NNC(=O)c1cccc([N+](=O)[O-])c1

Assay by compound,7,8,9,10,11,12
Furin inhibitor,-13.8,-11.5[20 µM],-15.8,-24.2,2.9,-19.3
Thrombin inh,-3.9,2.8,-3.2,-2.6,-6.9,-0.9
zfTRPN1 agonist,0.6,0.3,1.0,-0.3,-0.6,2.2
TRPML3 agonist,0.4,0.2,0.3,-0.9,6.8,0.8
KCC2 mod,x,x,x,-0.702,-0.352,3.17
EBV gp42 inh,-1.0,-7.5,-9.8,-9.1,-5.4,4.7
m-calpain inh,15.4,-16.1,-4.8,-54.2,12.6,-18.1
PPC-1+TRAIL kill,19.3,-3.6,1.7,39.0,3.5,28.2
Tb hexokinase,-1.0,-10.8,-9.1,2.1,-10.3,-14.4

13) COc1cc2c(cc1OC)CN(C(=O)c1ccc3nc[nH]c3c1)CC2
14) Cc1cc(C)n(CCc2nc(-c3ccc(F)cc3)cs2)n1
15) CCOC(=O)C1CCN(S(=O)(=O)c2ccc(C(=O)OC)cc2)CC1
16) Cc1ccc2c3c([nH]c2c1C)-c1nonc1CC3
17) NC(=O)C1(N2CCCCC2)CCN(C(=O)c2cccs2)CC1
18) O=c1cc(-c2ccccc2)[nH]c2cc(F)ccc12

Assay by compound,13,14,15,16,17,18
Furin inhibitor,-22.9,-22.0,-19.8,-10.0[20 µM],-23.2,-14.7
Thrombin inh,0.0,-6.5,0.5,-3.4,-4.6,-1.1
zfTRPN1 agonist,1.1,-0.4,0.8,-1.1,0.4,1.1
TRPML3 agonist,0.7,0.0,0.5,0.2,0.0,0.1
KCC2 mod,-1.11,-3.27,x,x,1.03,0.0822
EBV gp42 inh,-4.6,-10.1,-13.2,-11.5,-6.8,-8.7
m-calpain inh,7.5,-0.2,-19.7,-71.2,5.9,-7.1
PPC-1+TRAIL kill,22.0,23.0,19.2,6.7,2.3,14.9
Tb hexokinase,-2.8,-0.2,34.1,-5.3,-8.1,-1.4

Reformatted: ten of the compounds above.
entry | mol | Furin inhibitor | Thrombin inh | zfTRPN1 agonist | TRPML3 agonist | KCC2 mod | EBV gp42 inh | m-calpain inh | PPC-1+TRAIL kill | Tb hexokinase
6 | Cc1ccc(S(=O)(=O)NC(CC(C)C)C(=O)N2CCC(C)CC2)cc1 (stereo not drawn) | -16.9 | -3.5 | -2.3 | 1.2 | -0.306 | -3.0 | -10.2 | 7.4 | -4.2
7 | Cc1cc(S(=O)(=O)N2CCN=C2c2ccccc2)c(Cl)cc1Cl | -13.8 | -3.9 | 0.6 | 0.4 | x | -1.0 | 15.4 | 19.3 | -1.0
8 | COc1ccc(C2=CSC3=C(C(=O)c4cccc(S(=O)(=O)N(C)C)c4)CCN23)cc1 | -11.5[20 µM] | 2.8 | 0.3 | 0.2 | x | -7.5 | -16.1 | -3.6 | -10.8
9 | CC(=O)c1cccc(NC(=O)c2nccnc2C(=O)O)c1 | -15.8 | -3.2 | 1.0 | 0.3 | x | -9.8 | -4.8 | 1.7 | -9.1
10 | C=CCOc1ccccc1CNc1ccc2c(c1)OCCO2 | -24.2 | -2.6 | -0.3 | -0.9 | -0.702 | -9.1 | -54.2 | 39.0 | 2.1
11 | COC(=O)c1cc(-c2ccc(S(=O)(=O)N3CCCC3)cc2)c(C(F)(F)F)s1 | 2.9 | -6.9 | -0.6 | 6.8 | -0.352 | -5.4 | 12.6 | 3.5 | -10.3
12 | CC(C)(C)NC(=O)C(=O)NNC(=O)c1cccc([N+](=O)[O-])c1 | -19.3 | -0.9 | 2.2 | 0.8 | 3.17 | 4.7 | -18.1 | 28.2 | -14.4
13 | COc1cc2c(cc1OC)CN(C(=O)c1ccc3nc[nH]c3c1)CC2 | -22.9 | 0.0 | 1.1 | 0.7 | -1.11 | -4.6 | 7.5 | 22.0 | -2.8
14 | Cc1cc(C)n(CCc2nc(-c3ccc(F)cc3)cs2)n1 | -22.0 | -6.5 | -0.4 | 0.0 | -3.27 | -10.1 | -0.2 | 23.0 | -0.2
15 | CCOC(=O)C1CCN(S(=O)(=O)c2ccc(C(=O)OC)cc2)CC1 | -19.8 | 0.5 | 0.8 | 0.5 | x | -13.2 | -19.7 | 19.2 | 34.1

New compounds follow
19) CCNC(=S)NNC(=O)c1ccc(=O)n(Cc2ccccc2)c1
20) COc1ccc(N2CCN(C(=O)CNS(=O)(=O)c3ccc(C)cc3)CC2)cc1
21) COCCNC(=S)N1CCN(C(=O)C(=O)Nc2ccc(C(=O)OC)cc2)CC1
22) CCn1c(Cc2ccccc2)nnc1SCC(=O)Nc1nc2ccccc2s1
23) Cc1ccc(CNS(=O)(=O)c2ccc(C(C)(C)C)cc2)n1C
24) CCOC(=O)c1cc(-c2ccc(N3CCOCC3)cc2)nn1-c1ccc(F)cc1F

Assay by compound,19,20,21,22,23,24
Furin inhibitor,-19.8,-22.1,-19.4,13.5[20 µM],-22.1[20 µM],-5.7
Thrombin inh,0.1,-6.8,-7.7,-3.9,-4.2,0.0
zfTRPN1 agonist,-0.3,0.6,-0.4,-0.5,-1.7,-1.4
TRPML3 agonist,1.1,0.4,1.4,0.2,0.0,-1.5
KCC2 mod,-0.208,0.0475,1.01,1.45,x,0.21
EBV gp42 inh,-4.6,-15.7,-13.7,-20.1,7.4,-8.3
m-calpain inh,8.3,-47.7,-1.4,-4.9,20.7,25.3
PPC-1+TRAIL kill,16.4,x,-5.5,-6.0,6.8,-8.9
Tb hexokinase,-7.4,0.2,-4.6,4.9,-2.1,-0.3

25) CCOC(=O)c1cc[nH]c1CC(=O)NC
26) O=C(NCc1ccco1)c1cnccn1
27) Cc1ccc(S(=O)(=O)NC(C)(C)CN2CCc3ccccc3C2)cc1
28) C=CCOc1cccc(/C=N/NC(=O)C(=O)NCc2ccco2)c1
29) COc1cccc(Oc2cn[nH]c2-c2ccc(O)cc2O)c1
30) Cc1csc(NC(=O)CNC(=O)OCc2ccccc2)n1

Assay by compound,25,26,27,28,29,30
Furin inhibitor,-13.9,-15.7,-14.7,-18.0[20 µM],-19.7[20 µM],-15.4
Thrombin inh,3.9,-1.6,-2.8,0.9,-11.8,-7.4
zfTRPN1 agonist,0.9,1.3,2.2,-2.5,0.0,-0.9
TRPML3 agonist,0.6,0.7,0.3,-1.0,0.4,0.3
KCC2 mod,-0.138,-0.0421,-1.44,-0.399,-1.21,-0.101
EBV gp42 inh,-2.9,4.9,-15.7,-15.1,15.2,-6.4
m-calpain inh,-7.1,-24.4,10.5,1.2,-25.9,-47.1
PPC-1+TRAIL kill,6.6,7.0,-14.9,8.5,8.9,27.7
Tb hexokinase,5.3,-0.7,-4.8,-8.5,1.5,1.0

31) COc1ccnc(CSC(N)=Nc2ccccc2OC)c1
32) CCCOC(=S)Nc1ccccc1
33) O=c1c2c(C(F)(F)F)cc(C(F)(F)F)nc2[nH]n1-c1ccccc1
34) COCCn1c(SCC(=O)Nc2ccc(N3CCOCC3)cc2)nc2ccccc21
35) O=C1N(Cc2cccnc2)C[C@@H]2C[C@@H](c3ccc4nsnc4c3)N3CCC[C@@]123
36) Cc1ccc(-c2c(C)sc(NC(=O)C3C4CCC(O4)C3C(=O)O)c2C(=O)OC(C)C)cc1 (stereo not drawn)

Assay by compound,31,32,33,34,35,36
Furin inhibitor,-23.8[20 µM],-17.2[20 µM],-18.3[20 µM],-15.3,-26.9,-14.7
Thrombin inh,3.7,-14.2,-7.1,-7.5,2.5,3.0
zfTRPN1 agonist,-0.4,-1.3,-0.9,1.9,0.4,1.3
TRPML3 agonist,1.2,-0.2,0.6,0.8,0.1,0.2
KCC2 mod,0.381,2.81,x,0.685,x,-1.46
EBV gp42 inh,-7.1,-2.7,7.7,-17.1,-1.6,-21.6
m-calpain inh,-25.0,-18.1,-43.7,7.3,-23.9,-29.2
PPC-1+TRAIL kill,25.8,-2.9,17.9,28.7,-5.8,17.2
Tb hexokinase,-6.4,-2.1,-13.3,0.1,-17.7,0.4

37) COc1cccc(NC(=O)Nc2cc(Cl)ccc2C)c1
38) O=C(NCc1ccco1)c1cnn2c(C(F)F)cc(-c3ccccc3)nc12
39) Cc1noc(C)c1S(=O)(=O)Nc1ccc(C(=O)N2CCC(C)CC2)cc1
40) COc1ccc([N+](=O)[O-])cc1C(=O)Nc1ccc(Cc2ccncc2)cc1
41) N#Cc1ccccc1OCC(=O)NC(N)=O
42) OCCOCCNc1ncnc2sc(-c3ccccc3)cc12
43) CCOC(=O)c1ccc(NC(=O)CSc2nc3cccnc3n2C)cc1
44) Cc1cccc(CCNC(=O)C2CCN(S(=O)(=O)c3ccccc3)CC2)c1

Assay by compound,37,38,39,40,41,42,43,44
Furin inhibitor,-23.7,-0.2[20 µM],-18.5,-12.6,-13.7[20 µM],-14.6[20 µM],-12.2[20 µM],-27.5
Thrombin inh,-5.6,-4.4,-1.0,-5.9,-8.5,2.0,3.3,-0.1
zfTRPN1 agonist,3.9,0.8,0.0,1.7,0.4,1.4,4.5,2.1
TRPML3 agonist,1.8,0.9,0.4,2.2,0.4,1.1,3.1,0.3
KCC2 mod,-0.323,x,1.05,-1.07,0.072,-0.589,x,-0.54
EBV gp42 inh,-23.6,8.3,-4.2,-0.6,15.3,-19.5,4.4,-10.8
m-calpain inh,1.0,i,4.0,-23.5,-9.6,-58.1,-16.6,-9.2
PPC-1+TRAIL kill,4.7,-7.5,-9.8,29.0,21.8,5.7,6.6,-10.2
Tb hexokinase,-0.8,-7.2,-1.5,-8.2,-5.5,-33.6,0.1,-1.5

Source: PubChem (several laboratories)
